Assay outcomes deposited in PubChem BioAssay by several laboratories.
IL1B NFkB inh: blocks IL-1B driven NFkB nuclear translocation in HUVEC cells; HUVEC IL-1B NFkB p65 nuclear translocation imaging; inhibition, % at 2 µM; 94,000 compounds, 0.43% hits; AID 796;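 active means inhibition above about 30% together with a positive call from visual inspection of the well image, limit read from the data; inconclusive means inhibition above a set limit but visual check negative; inactive means inhibition not above a set limit, visual check negative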;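 further: nuclear over cytoplasmic p65 intensity ratio measured by imaging; 0% = IL-1B stimulated DMSO wells and 100% = unstimulated DMSO wells; values of inactives mirror those of a sister screen read the other way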
NFkB transloc pot: enhances IL-1B driven NFkB nuclear translocation | HUVEC IL-1B NFkB p65 nuclear translocation imaging | activation, % at 2 µM | 94,000 compounds, 0.3% hits;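 active means activation above 40%, about the mean plus 3 SD, also judged a hit on visual image review; inconclusive means activation above 40% but not a hit on visual review; inactive means activation not above 40% and no visual hit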;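 further: percent activation is computed from the nuclear over cytoplasmic p65 intensity ratio; values of inactives mirror those of a sister screen read the other way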
PLAP inhibition: inhibition of human placental alkaline phosphatase – biochemical, luminescence, HTS (AID 690). purified PLAP, luminescent substrate; higher % means a stronger effect. 96,000 compounds, 0.08% hits. inhibition, % at 20 µM, or IC50 in µM where a hit was titrated; in the data active means a potency from the dose series; inactive means the rest, 99 in 100 with inhibition below about 30%; further: strong numbers were not always called active
Bcl-B TR3 displacers: displacers of TR3 peptide from Bcl-B, primary screen, selectivity assay for Bfl-1 inhibitor project, biochemical, fluorescence polarization. 96,000 compounds, 0.11% hits. AID 748. FP displacement of FITC-TR3 peptide from Bcl-B; higher % means a stronger effect. displacement, % at 20 µM, or IC50 in µM where a hit was titrated;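 active means displacement above 50% at 20 µM plus a fluorescence interference ratio under 1.5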;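 further: plate controls were wells without compound for no effect and wells lacking Bcl-B protein for full effect; a part of the inactive calls stands beside numbers as strong as those of hits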
MRP resist rev: MRP-mediated drug resistance reversal; H69AR cells + 2 uM doxorubicin, CellTiter-Glo, 72 h; differential viability (reversal), % at 10 µM; 85,000 compounds, 0.04% hits; AID 602;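 active means viability drop by adding the cancer drug above about 55%, with treated viability meeting a 40% cutoff, limit read from the data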;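 further: viability without doxorubicin minus viability with 2 µM doxorubicin for each compound; larger differential means the compound sensitizes cells more to doxorubicin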
MRP resist rev cytotoxicity: second read-out of MRP resist rev, no call of its own (marks repeat the call); viability, %; H69AR cells, CellTiter-Glo, 72 h; measured here: cytotoxicity without doxorubicin
MRP resist rev with doxorubicin: also measured in MRP resist rev; calls as there; viability, %; measured here: viability with 2 uM doxorubicin; stronger effect = lower value
IL1B NFkB inh cell count 2 µM: further read-out of IL1B NFkB inh, marked with its call; cell count; measured here: cells passing quality filter;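 raw number of nuclei counted in each imaged well without normalization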
NFkB transloc pot cell count 2 µM: further read-out of NFkB transloc pot, marked with its call; cell count; measured here: cells passing quality filter
The depositor's hits bear a star; ? = inconclusive; nt = no result given. A portion of the library; rates above refer to the full screens.

SMILES | IL1B NFkB inh | IL1B NFkB inh cell count 2 µM | NFkB transloc pot | NFkB transloc pot cell count 2 µM | PLAP inhibition | Bcl-B TR3 displacers | MRP resist rev | MRP resist rev cytotoxicity | MRP resist rev with doxorubicin
COc1cc(C(=O)Nc2ccc(N(C)C)cc2)cc(OC)c1OC | 3 | 97 | -3 | 97 | -6% | -18% | -21 | 33 | 55
O=C(OCN1C(=O)c2ccccc2C1=O)c1ccccc1 | 13 | 99 | -13 | 99 | -14% | -1% | -12 | 69 | 80
O=C(Nc1cccc(F)c1)C1CCCN1S(=O)(=O)c1cccc2cccnc12 (stereo not drawn) | -10 | 195 | 10 | 195 | -22% | 3% | 14 | 92 | 78
CCN(CC)C(=O)c1ccc2c(c1)N(Cc1ccccc1)C(=O)CS2=O (stereo not drawn) | nt | nt | nt | nt | -46% | -4% | 12 | 94 | 82
O=C1CCCN1c1cc(Cl)ccc1Cl | 12 | 174 | -12 | 174 | -1% | -2% | -18 | 86 | 104
CCC(=O)Oc1ccc(C(=O)Nc2ccc3c(c2)C(=O)N(C2CCCCC2)C3=O)cc1 | -16 | 67 | 16 | 67 | 23% | 1% | -10 | 5 | 15
O=C(Cc1ccc(Br)cc1)OCC(=O)c1ccc2c(c1)OCCO2 | 4 | 180 | -4 | 180 | 14% | 8% | -5 | 95 | 101
CN(CC(=O)N1CCc2ccccc2C1)S(=O)(=O)c1ccc2c(c1)c(=O)n(C)c(=O)n2C | nt | nt | nt | nt | -42% | 1% | -3 | 75 | 78
COc1ccc(OC)c(N2C(=O)C(Cl)=C(N3CCOCC3)C2=O)c1 | -23 | 182 | 23 | 182 | -35% | -4% | 2 | 92 | 89
CNc1nc(C(=O)O)nc(N2CCOCC2)n1 | -42 | 120 | ? | nt | nt | nt | 4 | 88 | 84
COc1ccccc1-c1cc(C(=O)NCc2ccc(Cl)cc2)no1 | -10 | 157 | 10 | 157 | 2% | -4% | 1 | 86 | 85
COc1ccc(Cc2nnc3c4cnn(C)c4ncn23)cc1 | -6 | 133 | 6 | 133 | 4% | -9% | 14 | 95 | 81
CC1(c2ccc3noc(-c4ccc(Cl)cc4)c3c2)OCCO1 | -5 | 158 | 5 | 158 | -8% | -3% | 9 | 93 | 84
O=C(CN1C(=O)NC2(CCCc3ccccc32)C1=O)N1CCN(C(=O)c2ccco2)CC1 (stereo not drawn) | -27 | 121 | 27 | 121 | -4% | 10% | 8 | 100 | 92
Cc1ccc(-c2ccc(/C=N/c3ncn[nH]3)o2)cc1Cl | 6 | 97 | -6 | 97 | -6% | -9% | -12 | 83 | 95
CCCn1nc(NC(=O)c2cccs2)c2cc3ccccc3nc21 | -4 | 186 | 4 | 186 | -13% | 3% | -5 | 50 | 55
CC(C)CC(c1nnnn1CCc1ccccc1)N1CCN(C(=O)c2ccco2)CC1 (stereo not drawn) | -1 | 132 | 1 | 132 | -62% | 2% | 18 | 99 | 81
Cc1ccc(S(=O)(=O)N(Cc2cc3cc4c(cc3[nH]c2=O)OCCO4)CC2CCCO2)cc1 (stereo not drawn) | 14 | 156 | -14 | 156 | -25% | -6% | -16 | 65 | 81
N=c1sccn1CC(=O)Nc1ccccc1Cc1ccccc1 | -40 | 123 | 39 | 123 | -25% | -9% | -19 | 75 | 93
Cc1ccc(CSC2=CS(=O)(=O)c3ccccc3N2)cc1 | -5 | 192 | 5 | 192 | 7% | -16% | nt | nt | nt
CCOc1cc2c(cc1OCC)C(C(=O)O)C(c1cc(Br)c(O)c(OC)c1)N(C)C2=O (stereo not drawn) | -24 | 136 | 24 | 136 | -6% | -3% | -6 | 106 | 112
C=C(C)CSc1nnc(-c2ccc(OC)cc2)n1N | 4 | 160 | -4 | 160 | 3% | 1% | nt | nt | nt
Cc1cc(C)nc(Sc2ncnc3c2oc2ccccc23)n1 | -4 | 168 | 4 | 168 | -2% | 10% | -17 | 52 | 69
S=C1NCCc2ccccc2C1c1ccccc1 (stereo not drawn) | -5 | 109 | 5 | 109 | nt | nt | 9 | 101 | 91
CC(C)c1nnc(-c2ccc(Cl)cc2)c(N(C)C)n1 | nt | nt | nt | nt | 9% | 1% | nt | nt | nt

Further structures follow.
SMILES | IL1B NFkB inh | IL1B NFkB inh cell count 2 µM | NFkB transloc pot | NFkB transloc pot cell count 2 µM | PLAP inhibition | Bcl-B TR3 displacers | MRP resist rev | MRP resist rev cytotoxicity | MRP resist rev with doxorubicin
CC1=C(C(=O)OCC(C)C)C(c2ccc(F)cc2)NC(=O)N1 (stereo not drawn) | nt | nt | nt | nt | 13% | 10% | 13 | 95 | 82
N#C/C(=C/c1ccc(Sc2nc3ccccc3[nH]2)o1)c1cccc(Br)c1 | -20 | 62 | 20 | 62 | -40% | -167% | -25 | 66 | 90
CCOC(=O)c1c(C)c(C(=O)NCCc2ccc(S(N)(=O)=O)cc2)c(C)n1CC | -3 | 126 | 3 | 126 | -5% | -20% | 0 | 77 | 77
O=S(=O)(NCCNS(=O)(=O)c1ccccc1)c1ccccc1 | -7 | 38 | 7 | 38 | 18% | -8% | 8 | 98 | 90
CCN(CC)c1ccc(NC(=O)c2cnn(CC)c2)cc1 | -13 | 153 | 13 | 153 | 2% | -10% | -5 | 74 | 79
CC1=CCC(C(C)(C)NC(=O)c2ccccc2)C/C1=N\O (stereo not drawn) | -4 | 162 | 4 | 162 | nt | nt | 9 | 98 | 89
CCC(CC)=N/N=C/c1c(O)n(CC)c2cc(C3=NNC(=O)CC3)ccc12 | -45 | 123 | ? | nt | nt | nt | 4 | 83 | 79
COc1ccccc1C(=O)N/C(=C\c1ccc(Br)cc1)C(=O)NCCO | -11 | 167 | 11 | 167 | -12% | -4% | nt | nt | nt
CCCc1nnc(NC(=O)CCC(=O)N2CCN(c3ccccn3)CC2)s1 | -6 | 116 | 6 | 116 | -5% | -4% | nt | nt | nt
CCOC(=O)C1=C(C)NC2=C(C(=O)CCC2)C1c1cc(OC)ccc1OC (stereo not drawn) | -12 | 148 | 12 | 148 | -74% | 0% | 23 | 100 | 78
CCNC(=O)COC(=O)c1cc(-c2ccc(OC)cc2)nc2ccccc12 | 8 | 122 | -8 | 122 | 1% | 2% | 16 | 91 | 75
Cc1ccc(CNC(=O)C2CC(=O)N(c3ccc(OCC(=O)N4CCCC4)cc3)C2)cc1 (stereo not drawn) | 6 | 69 | -6 | 69 | nt | nt | -4 | 90 | 94
Cc1noc(C)c1COC(=O)C1COc2ccccc2O1 (stereo not drawn) | 0 | 175 | 0 | 175 | -1% | 10% | 6 | 103 | 96
O=c1oc(/C=C/c2ccccc2)nc2sc3c(c12)CCC3 | -6 | 162 | 6 | 162 | 21% | -28% | -19 | 57 | 76
CC(C)c1nnc(NC(=O)c2cccs2)s1 | nt | nt | nt | nt | -8% | 0% | -9 | 91 | 100
O=C1c2ccccc2NC2(CCCC2)N1O | 4 | 172 | -4 | 172 | 12% | -7% | 9 | 105 | 95
C=CCOC(=O)C1=C(C)NC(SCC(=O)Nc2nccs2)=C(C#N)C1c1cccs1 (stereo not drawn) | -7 | 153 | 7 | 153 | -3% | -3% | -29 | 28 | 58
CC(=O)c1c(C(C)=O)c(C)n(-c2nc(-c3ccc(Br)cc3)c(C)s2)c1C | 8 | 174 | -8 | 174 | 6% | -3% | 4 | 90 | 86
O=C1C2C3c4ccccc4C(c4ccccc43)C2C(=O)N1CN1CCOCC1 (stereo not drawn) | -3 | 116 | 3 | 116 | 13% | 4% | 33 | 92 | 59
CN(CC(=O)NCCc1ccccc1)S(=O)(=O)c1ccc(Br)cc1 | -9 | 97 | 9 | 97 | -11% | 2% | nt | nt | nt
O=C1C2C3C=CC(C3)C2C(=O)N1c1ncn[nH]1 (stereo not drawn) | -33 | 99 | 33 | 99 | 5% | 19% | -1 | 87 | 88
OC(c1ccccc1)C1CN(Cc2ccccc2)CCC1(O)c1ccccc1 (stereo not drawn) | 4 | 97 | -4 | 97 | 18% | -3% | 6 | 74 | 68
N#Cc1cc2c(nc1SCc1cccnc1)CCCCC2 | 2 | 169 | -2 | 169 | -3% | -7% | 21 | 93 | 72
O=C(N/N=C/c1ccco1)c1cc(-c2ccccc2)n[nH]1 | -11 | 137 | 11 | 137 | nt | nt | 5 | 96 | 91
CN(C)CCCNc1cn[nH]c(=O)c1Cl | -11 | 192 | 11 | 192 | 12% | -3% | -8 | 107 | 115

Reprinted from the part before: 5 entries; new compounds follow.
SMILES | IL1B NFkB inh | IL1B NFkB inh cell count 2 µM | NFkB transloc pot | NFkB transloc pot cell count 2 µM | PLAP inhibition | Bcl-B TR3 displacers | MRP resist rev | MRP resist rev cytotoxicity | MRP resist rev with doxorubicin
O=C1C2C3C=CC(C3)C2C(=O)N1c1ncn[nH]1 (stereo not drawn) | -33 | 99 | 33 | 99 | 5% | 19% | -1 | 87 | 88
OC(c1ccccc1)C1CN(Cc2ccccc2)CCC1(O)c1ccccc1 (stereo not drawn) | 4 | 97 | -4 | 97 | 18% | -3% | 6 | 74 | 68
N#Cc1cc2c(nc1SCc1cccnc1)CCCCC2 | 2 | 169 | -2 | 169 | -3% | -7% | 21 | 93 | 72
O=C(N/N=C/c1ccco1)c1cc(-c2ccccc2)n[nH]1 | -11 | 137 | 11 | 137 | nt | nt | 5 | 96 | 91
CN(C)CCCNc1cn[nH]c(=O)c1Cl | -11 | 192 | 11 | 192 | 12% | -3% | -8 | 107 | 115
COc1ccc(C(C)=O)cc1CN1CCCCC1 | -17 | 119 | 17 | 119 | nt | nt | -5 | 93 | 97
CCOc1ccc(N(CC(=O)N2CCCC2)S(=O)(=O)c2c(C)noc2C)cc1 | 18 | 179 | -18 | 179 | -3% | 4% | 4 | 90 | 86
Cc1nc(N2CCCCC2)c2sc(=S)n(C)c2n1 | -5 | 84 | 5 | 84 | 9% | 2% | nt | nt | nt
CC(C)OC(=O)C1C(=O)CC(C)(O)C(C(=O)OC(C)C)C1c1cccnc1 (stereo not drawn) | -29 | 141 | 29 | 141 | 17% | -4% | -8 | 76 | 85
O=C(COc1ccc(Cl)cc1)Nc1ccccc1N1CCOCC1 | -9 | 148 | 9 | 148 | 28% | 3% | 4 | 78 | 74
Cc1cccnc1NC(=O)Nc1cccc(C(F)(F)F)c1 | -8 | 109 | 8 | 109 | 18% | -3% | nt | nt | nt
c1cc2c(cc1-c1cnc3n1CCC3)OCCO2 | -1 | 70 | 1 | 70 | 13% | 1% | -3 | 52 | 55
COc1ccc(C=Nc2cccc3c(=O)[nH][nH]c(=O)c23)c2ccccc12 | -9 | 66 | 9 | 66 | -23% | -34% | -45 | 32 | 77
CC(=O)NC12CC3CC(CC(CC(=O)O)(C3)C1)C2 | -8 | 160 | 8 | 160 | -3% | -3% | nt | nt | nt
Cc1nnc(SCC(=O)Nc2cccc(C(F)(F)F)c2)n1Cc1ccco1 | nt | nt | nt | nt | 5% | 5% | 4 | 75 | 71
CCCC(=O)Nc1ccc(C(=O)N2CCCC2)cc1 | -10 | 109 | 10 | 109 | 9% | -3% | -2 | 78 | 79
CCC(=O)c1cn(CC(=O)NCc2ccco2)c2ccccc12 | -8 | 71 | 8 | 71 | -20% | 1% | 10 | 98 | 88
COC(=O)c1cc(C#N)c(SCc2ccccc2)nc1C | -8 | 159 | 8 | 159 | -5% | 0% | -3 | 97 | 100
COc1ccc(OCC(=O)N2CCN(C(=O)c3cccc(F)c3)CC2)cc1 | 10 | 107 | -10 | 107 | -26% | 1% | 10 | 101 | 91

Profiles as entered above.
Cc1nc(N2CCCCC2)c2sc(=S)n(C)c2n1 is entered as IL1B NFkB inh = -5; IL1B NFkB inh cell count 2 µM = 84; NFkB transloc pot = 5; NFkB transloc pot cell count 2 µM = 84; PLAP inhibition = 9%; Bcl-B TR3 displacers = 2%; MRP resist rev = nt; MRP resist rev cytotoxicity = nt; MRP resist rev with doxorubicin = nt
CCOc1ccc(N(CC(=O)N2CCCC2)S(=O)(=O)c2c(C)noc2C)cc1 is entered as IL1B NFkB inh = 18; IL1B NFkB inh cell count 2 µM = 179; NFkB transloc pot = -18; NFkB transloc pot cell count 2 µM = 179; PLAP inhibition = -3%; Bcl-B TR3 displacers = 4%; MRP resist rev = 4; MRP resist rev cytotoxicity = 90; MRP resist rev with doxorubicin = 86
